IL2 activator: activates IL-2 in a cell-based reporter assay; IL-2 activation reporter assay, cell-based qHTS; stimulated with anti-CD3/CD4/CD28 beads; in transgenic mouse T cells; activation, % (series mostly up to about 46 µM); actives 0.065% (n = 360,000); AID 652025; in the data active = activation above about 50%; inconclusive = mostly about 30% to 49%; also: 0% is about no effect
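Quantitative HTS in unstimulated transgenic mouse T cells, with memory T cells as non-tolerant control and PMA/ionomycin as tolerance-bypass control. Compound pretreatment lasted 60 minutes before 18 h bead stimulation; EGFP/DsRed fluorescence read.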
WRN inhibitor: inhibitors of human WRN helicase | AID 651768 | WRN helicase unwinding, fluorescent forked duplex, kinetic | Potency, µM (top dose mostly 114 µM), for the others: top-dose activity change, negative = inhibition, hits mostly inhibitors | actives 0.46% (n = 360,000) | Q14191; also: potency is read from the fitted curve at half-maximal effect; % is scaled to controls: 0 for no effect and ±100 for the full control effect; nearly all actives have a fitted effect of over 55% in size
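Kinetic fluorescence helicase assay: unwinding of a quenched forked DNA duplex (100 nM final) with 2 mM ATP final raises red fluorescence (525/598 nm). Compounds sat 15 min at room temperature with 20 nM WRN beforehand.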
CCT chaperon mod: modulators of cytosolic chaperonin (CCT/TRiC) activity; activity change, % (no concentration beside the values), hits read low; purified chaperonin ATPase assay, HTRF ADP detection, 30 min; actives 0.3% (n = 360,000); in the data active = activity change below about -30%; also: % is scaled to controls: 0 for no effect and ±100 for the full control effect
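ATPase activity: ADP formed was measured by HTRF Transcreener (665/615 nm ratio) after 30 min at 37 deg C with 10 uM ATP. Compounds screened at one 76 uM concentration against 40 or 20 nM TRiC in Tris pH 7.4/KCl/MgCl2/DTT buffer.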
EPAC1 ag: agonists of human EPAC1. AID 720707. O95398. EPAC1 agonist qHTS, biochemical assay; response scale: 100% = response to 6.5 mM cAMP. Potency, µM (top dose mostly 154 µM), inactives show top-dose activation, hits mostly activators. actives 0.073% (n = 360,000); also: potency is read from the fitted curve at half-maximal effect; nearly all actives have a fitted effect of over 60% in size
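Read-out is the fluorescence drop as BODIPY-GDP leaves Rap1B (480 nm excitation, 540 nm emission), recorded every 5 minutes over 30 minutes. Reactions held 100 nM EPAC1, 250 nM Rap1B–BODIPY-GDP and 50 uM GDP, with 6.5 mM cAMP setting full activation.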
PI5P4Ka inh: blocks human PI5P4K alpha kinase activity | P48426 | PI5P4Kalpha enzyme, ADP-Glo luminescence, 60 min; hits give low values | max response, % | actives 1.2% (n = 330,000); active = max response of -50% or lower; inconclusive = between -30% and -50%; inactive = -30% or higher; also: value at the top dose of about 77 µM; % is scaled to controls: 0 for no effect and ±100 for the full control effect
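qHTS, 1536-well: enzyme/substrate mix, compound by pin tool, 5 microM ATP final; RT 60 min; ADP-Glo reagents 1 (45 min) then 2 (30 min); luminescence.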
EPAC1 antagonist: blocks human EPAC1 exchange factor. EPAC1 GEF assay, Rap1b-BODIPY-GDP exchange fluorescence. actives 0.14% (n = 360,000). Potency, µM (titrated, usually from 115 µM), without a hit: at the top dose activity change, negative = inhibition, most hits filed as inhibitors. O95398;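 also: potency is read from the fitted curve at half-maximal effect; plate controls were vehicle for no effect and positive control for full effect; nearly all actives have a fitted effect of over 50% in size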
PLK1 PBD inh: PLK1 (human) polo-box domain binding inhibition. actives 2.8% (n = 360,000). Plk1 PBD binding of FITC phosphopeptide, fluorescence polarization. P53350. AID 720504. Potency, µM, inactives show max response, negative = inhibition, hits mostly inhibitors; also: potency is read from the fitted curve at half-maximal effect; series mostly up to about 57 µM; % is scaled to controls: 0 for no effect and ±100 for the full control effect; nearly all actives have a fitted effect of over 65% in size
EPAC2 agonist: activates human EPAC2 exchange factor | EPAC2 activation, biochemical qHTS; response scale: 100% = 6.5 mM cAMP response | Potency, µM (series often up to 154 µM), without a hit: at the top dose activation, hits mostly activators | actives 0.079% (n = 360,000); also: potency is read from the fitted curve at half-maximal effect; nearly all actives have a fitted effect of over 50% in size
Target sequence (Q8WZA2 whole entry, looked up): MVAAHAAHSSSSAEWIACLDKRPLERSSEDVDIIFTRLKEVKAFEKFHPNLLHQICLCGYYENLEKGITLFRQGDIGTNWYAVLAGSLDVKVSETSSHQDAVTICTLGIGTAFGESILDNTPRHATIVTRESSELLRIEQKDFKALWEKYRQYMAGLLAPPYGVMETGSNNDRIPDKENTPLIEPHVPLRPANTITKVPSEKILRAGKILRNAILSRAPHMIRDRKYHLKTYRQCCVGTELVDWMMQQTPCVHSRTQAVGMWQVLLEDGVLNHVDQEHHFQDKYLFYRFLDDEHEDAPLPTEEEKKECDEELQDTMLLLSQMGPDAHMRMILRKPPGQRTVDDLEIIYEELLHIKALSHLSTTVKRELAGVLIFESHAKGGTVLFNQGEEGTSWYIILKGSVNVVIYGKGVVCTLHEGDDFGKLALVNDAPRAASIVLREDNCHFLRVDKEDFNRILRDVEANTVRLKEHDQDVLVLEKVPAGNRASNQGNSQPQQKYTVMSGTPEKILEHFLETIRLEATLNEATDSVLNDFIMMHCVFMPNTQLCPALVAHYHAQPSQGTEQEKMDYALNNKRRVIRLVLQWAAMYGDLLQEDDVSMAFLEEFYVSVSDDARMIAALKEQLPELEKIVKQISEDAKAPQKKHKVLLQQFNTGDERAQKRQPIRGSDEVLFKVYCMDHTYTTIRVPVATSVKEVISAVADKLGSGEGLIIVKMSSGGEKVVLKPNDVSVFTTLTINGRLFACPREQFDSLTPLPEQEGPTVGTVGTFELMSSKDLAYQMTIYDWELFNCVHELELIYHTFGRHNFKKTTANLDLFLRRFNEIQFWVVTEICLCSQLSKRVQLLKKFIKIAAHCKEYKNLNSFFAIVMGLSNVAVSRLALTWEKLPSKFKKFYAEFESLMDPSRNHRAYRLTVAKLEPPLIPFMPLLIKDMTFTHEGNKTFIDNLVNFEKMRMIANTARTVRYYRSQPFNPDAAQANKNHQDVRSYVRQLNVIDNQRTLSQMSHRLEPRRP
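Nucleotide exchange monitored as fluorescence drop when BODIPY-GDP leaves Rap1B. Reaction: 100 nM EPAC2, 250 nM RAP1B-BODIPY-GDP, 50 uM GDP, room temperature, kinetic read over 30 min. Activity expressed relative to 6.5 mM cAMP.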
* marks the source's active call; other numbers are inactive results; ? = inconclusive; . = not tested or not shown; [ ] = remark or other dose. Unless noted, calls follow the shape of the dose curve; as a rule, active = well fitted curve in the direction sought with a large enough effect; inconclusive = small, poorly fitted or top-dose-only effect, or another doubt; inactive = no such curve, though single readings can be large; an effect the other way counts as inactive or inconclusive. A portion of the library (hit frequency here may not be typical).

SMILES	IL2 activator	WRN inhibitor	CCT chaperon mod	EPAC1 ag	PI5P4Ka inh	EPAC1 antagonist	PLK1 PBD inh	EPAC2 agonist
COc1cc([C@@H]2c3cc4c(cc3[C@H](O)[C@H]3COC(=O)[C@H]23)OCO4)cc(OC)c1OC	-0.4	5%	-1.3	-8%	3	-12%	-15%	9%
COc1ccc(OCC(=O)Nc2c3c(nn2C(C)(C)C)CS(=O)(=O)C3)cc1	1.5	-17%	-1.6	-9%	-6	3%	4%	0%
CCOC(=O)c1[nH]c2c(c1C)C(=O)CC(c1ccc(N(C)C)cc1)C2 (stereo not given)	-2.0	-2%	-0.8	-6%	0	?	-8%	-5%
CCOC(=O)c1ccc(NS(=O)C23CC4CC(CC(C4)C2)C3)cc1 (stereo not given)	-2.6	1%[57.1 µM]	-3.3	-3%	.	3%	-10%	9%
O=C(NCc1ccco1)c1ccccc1-c1nc(-c2ccccc2)no1	4.6	4%	0.0	13%	.	-5%	-11%	10%
Cc1nn(-c2ccc(N3CCCCC3)nn2)c(C)c1CCC(=O)Nc1ccc(F)cc1	-1.8	5%	-1.2	-11%	-6	-4%	-16%	-3%
O=C(c1ccc2c(c1)CCC2)N1CCN(Cc2ccccc2)CC1	-2.5	10%	-0.2	3%	4	11%	-8%	16%
COc1ccc(C(=O)C2CCCN(Cc3ccc(Sc4nncn4C)o3)C2)cc1F (stereo not given)	-0.1	6%	0.5	4%	-2	7%	-9%	2%
O/N=C/c1ccc(-c2cc(Cl)ccc2Cl)o1	0.5	-8%	-3.2	8%	4	0%	-12%	3%
O=C(c1ccccc1)c1nn(-c2cccc(Cl)c2)ccc1=O	0.4	-7%	0.5	-2%	-2	7%	0%	2%
NC1=NC(c2ccc(Cl)cc2)C(C(=O)c2ccccc2)N1 (stereo not given)	-0.6	-3%	1.8	6%	1	-2%	4%	5%
Cc1cc2ccccc2c(=O)n1CC(=O)N1CCN(c2cccc(Cl)c2)CC1	-0.6	-5%	-5.3	8%	-4	-10%	6%	8%
Cc1ccc([C@@H]2CC=C(C(=O)O)[C@H](c3ccc(C(C)(C)C)cc3)N2S(=O)(=O)c2ccc(C)cc2)cc1	0.0	-20%	-1.0	-24%	-23	28µM*	27µM*	-14%
CCn1c(CCNS(=O)(=O)c2ccccc2Br)nnc1SC	1.9	-3%	-1.6	7%	2	16%	-2%	9%
Cc1cc(C(=O)Nc2cccc3ccccc23)c(C)o1	-0.1	3%	-0.4	4%	0	6%	-23%	15%
O=C(Nc1ccccc1)OCc1cncs1	-2.1	-2%	-0.4	-2%	-1	-3%	3%	6%
Cc1ccc(C(=O)N2C(=O)c3cccc(N)c3C2=O)o1	-2.0	-5%	-1.8	9%	2	-8%	-6%	0%
COc1ccc(CN2CCCC(CO)(Cc3cccc(Cl)c3)C2)cc1OC (stereo not given)	-2.6	0%	0.5	-8%	-6	-7%	-3%	6%
CCCOc1ccc(-c2c(C(=O)N/N=C/c3cccnc3)nnn2-c2nonc2N)cc1	-0.2	-4%	2.4	16%	-2	-16%	0%	5%
Cc1cccc(NC(=S)NC2CCCCC2)n1	-4.7	-21%[57.1 µM]	-4.9	4%	-9	-25%	-15%	-9%
CS(=O)(=O)c1ccc(N2CCOCC2)c(S(C)(=O)=O)c1	-0.5	4%	-0.4	-3%	.	3%	-11%	-8%
O=C(Nc1cccc(S(=O)(=O)N2CCCCC2)c1)C1CC(=O)N(c2ccc3c(c2)OCCO3)C1 (stereo not given)	0.0	3%	-3.6	-1%	-6	-2%	3%	6%
Cc1ccc(/C(=C\CN2CCCC2)c2ccccn2)cc1	-0.8	11%	-1.6	-19%	5	10%	0%	2%
CCCCN(CCCC)S(=O)(=O)c1ccc(C(=O)Nc2nnc(COC)o2)cc1	3.3	4%[57.1 µM]	1.0	-16%	-2	-2%	-6%	-13%
Cc1ccsc1/C=N/N=C/c1sccc1C	0.1	1%	-0.8	-5%	-1	-13%	-3%	8%
CCC(=O)Oc1ccc(C(=O)Nc2cccc(NC(=O)c3ccco3)c2)cc1	-2.9	-7%	-0.4	-7%	-5	-18%	-1%	-6%
CN(C)S(=O)(=O)c1ccc(N2CCCC2)c(C(=O)NCCc2ccc(F)cc2)c1	-0.3	-19%	1.0	-22%	-8	-7%	-14%	-2%
CN(C)c1cc(C(F)(F)F)nc(-c2ccccn2)n1	-1.2	0%	-5.8	9%	.	1%	-1%	11%
Cc1ccc(Sc2nc(C)cc(C)c2S(C)(=O)=O)cc1	0.9	6%	-3.1	7%	-8	9%	-9%	-4%
CCC(=O)NC(Nc1ccccn1)(C(=O)OC)C(F)(F)F (stereo not given)	-0.6	4%	-0.8	-4%	0	5%	3%	-11%
COc1ccc(C(CNS(=O)(=O)c2ccc(NC(C)=O)c(OC)c2)N2CCCC2)cc1 (stereo not given)	0.1	-19%	2.9	-6%	-1	3%	-1%	3%
O=C(Nc1ccc(F)cc1F)Nc1ccccc1C(=O)NCCN1CCNC1=O	-0.1	-3%	0.8	7%	3	-12%	-1%	5%
Cc1cc(C)c(OCC(=O)Nc2ccccc2N2CCOCC2)c(C)c1	1.1	-25%	1.4	12%	.	-12%	-5%	8%
O=C(Nc1nc2c(F)cc(F)cc2s1)C1CC(=O)N(Cc2ccco2)C1 (stereo not given)	2.1	-8%[11.6 µM]	-2.5	-12%	?	-24%	?	5%
CC(C)CC(=O)Nc1nnc(SCC(=O)Nc2ccc3c(c2)OCO3)s1	0.3	2%	-2.5	-7%	0	-4%	4%	0%
CCOC(=O)c1c(-c2ccc(OC)cc2)csc1/N=C/C1=C(O)CCCC1=O	11	-24%[57.1 µM]	-3.2	6%	-11	26%	4%	?
Cn1c(=O)c2[nH]c(N3CCOCC3)nc2n(-c2ccccc2)c1=O	0.9	5%	-1.6	0%	0	5%	-5%	7%
CC(=O)c1ccccc1OC(=O)COc1ccc(Cl)cc1C	1.9	4%[57.1 µM]	-0.4	23%	-12	-29%	21µM*	17%
Cc1cc(O)c(/C=N/Nc2ccc(F)cc2)c(=O)o1	-0.4	5%	-6.1	3%	3	0%	-20%	10%
CCOc1ccc(CCNC(=O)COC(=O)c2ccc(C)c(S(=O)(=O)N3CCOCC3)c2)cc1OCC	-0.8	1%	1.6	2%	-2	-6%	-4%	1%
Cc1cc(C)n2nc(CNS(=O)(=O)c3ccc(CC(C)C)cc3)nc2n1	-1.5	-1%	-2.3	4%	-7	0%	-2%	-1%
COc1ccc(N2C(=O)CC(C)(C)CC2=O)cc1OC	-3.2	2%[57.1 µM]	-0.2	8%	-1	17%	5%	2%
Cc1oc(C2CC2)cc1C(=O)O	-0.9	3%	-1.0	-1%	.	3%	0%	-7%
S=C(c1ccc(-c2ccc(Cl)c(Cl)c2)o1)N1CCOCC1	-2.2	-21%	2.0	13%	.	2%	27µM*	12%
CC1=C/C(=N\NC(=O)c2ccc(O)cc2)CC1	-2.1	-18%[57.1 µM]	1.8	6%	-1	9%	-10%	0%
COc1ccc(C(=O)COC(=O)c2cc(=O)c3ccccc3o2)c(OC)c1	1.9	2%	-4.1	12%	-11	-5%	-23%	0%
COc1cccc(NC(=O)CSCc2cc(=O)n3nc(C4CC4)sc3n2)c1	-2.2	-1%	-1.1	6%	0	11%	-18%	2%
COC(=O)CSc1nnc(SCc2ccc(Cl)cc2)s1	0.1	8%	-0.4	17%	4	3%	-7%	2%
COc1ccc(Cl)cc1NC(=O)CN(C)CC(=O)NCc1ccc(F)cc1	1.6	2%	-0.4	-4%	-7	6%	0%	-3%
CCC(C)(C)c1ccc(Oc2cccc(C(=O)O)c2)cc1	0.1	11%	1.1	-4%	4	26%	?	0%

With a hit mark in EPAC1 antagonist (from the list above):
Structure	WRN inhibitor	CCT chaperon mod	EPAC1 ag	PI5P4Ka inh	EPAC1 antagonist	PLK1 PBD inh	EPAC2 agonist
Cc1ccc([C@@H]2CC=C(C(=O)O)[C@H](c3ccc(C(C)(C)C)cc3)N2S(=O)(=O)c2ccc(C)cc2)cc1	-20%	-1.0	-24%	-23	28µM*	27µM*	-14%

Continuation:
SMILES	IL2 activator	WRN inhibitor	CCT chaperon mod	EPAC1 ag	PI5P4Ka inh	EPAC1 antagonist	PLK1 PBD inh	EPAC2 agonist
COc1cc(S(=O)(=O)NCc2ccccc2Cl)ccc1-n1cnnn1	1.2	-1%	0.4	-2%	5	8%	-2%	-3%
O=C(NCc1ccco1)c1cc(S(=O)(=O)N2CCOCC2)ccc1Cl	0.1	3%	-3.1	1%	.	7%	-12%	9%
Cc1ccc(C(=O)NNC2CC(=O)N(c3ccc4c(c3)OCCO4)C2=O)cc1 (stereo not given)	-0.4	-7%	1.1	1%	-4	-1%	4%	-8%
Cc1ccc(OCC(=O)Nn2cnc3ccccc32)cc1	4.2	-11%	2.5	1%	-10	10%	-8%	2%
CCCCC(c1nnnn1Cc1ccco1)N1CCN(c2nc3ccccc3s2)CC1 (stereo not given)	-0.9	-15%	-2.7	0%	-4	-6%	-14%	9%
N/C(Cc1ccc(Cl)cc1Cl)=N\OC(=O)c1ccc(Br)o1	-0.3	-13%	1.1	-5%	-10	0%	-8%	-2%
O=C1CSC(=S)N1c1cccc(O)c1	-3.0	0%	-1.4	-6%	1	6%	-1%	1%
Cc1ccc(S(=O)(=O)N2c3ccccc3NC(=O)CC2C)cc1 (stereo not given)	0.3	-8%	-0.7	3%	.	-3%	1%	3%
CCC(=O)NC(c1cc(Cl)c2ccccc2c1O)C1CC1 (stereo not given)	-0.3	.	.	0%	.	-11%	.	1%
